MITF TRPM1 inh – MITF TRPM1 promoter inhibition in SK-MEL-5 cells. SK-MEL-5 TRPM1 promoter luciferase, 24 h. inhibition, % at 12.5 µM. hit rate 0.83% among 330,000. AID 488899;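 active = mean inhibition across replicates of 60% or more, whatever share of single replicates reaches that level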; also: values of inactives mirror those of a sister screen read the other way
aDG glyco up – alpha-DG glycosylation activation | Pro5-aDG cells, alpha-DG glycosylation AlphaScreen (IIH6); 0% Pro5, 100% B10-LARGE cell signal | activation, % at 10 µM | hit rate 0.22% among 360,000 | AID 624168;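 active = activation of at least 8% versus controls, or a plate z-score of at least 8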;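 also: Pro5 are CHO cells carrying HIG-tagged alpha-DG that lacks glycosylation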
NR2E3 ag-1 – human photoreceptor-specific nuclear receptor agonism; CHO-S Gal4-NCOR/VP16-NR2E3 two-hybrid, luciferase; hit rate 0.35% among 360,000; inhibition of corepressor binding, % at 3.98 µM; AID 602229; Q9Y5X4;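 active = inhibition above the mean of all tested compounds plus 3 SD, cut at about 70% in these data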;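 also: 0% = DMSO with NR2E3 transfected cells and 100% = cells lacking NR2E3 construct; higher means lower luciferase signal from less NR2E3 corepressor binding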
Target sequence (Q9Y5X4 whole entry, looked up, the tested form may be a part): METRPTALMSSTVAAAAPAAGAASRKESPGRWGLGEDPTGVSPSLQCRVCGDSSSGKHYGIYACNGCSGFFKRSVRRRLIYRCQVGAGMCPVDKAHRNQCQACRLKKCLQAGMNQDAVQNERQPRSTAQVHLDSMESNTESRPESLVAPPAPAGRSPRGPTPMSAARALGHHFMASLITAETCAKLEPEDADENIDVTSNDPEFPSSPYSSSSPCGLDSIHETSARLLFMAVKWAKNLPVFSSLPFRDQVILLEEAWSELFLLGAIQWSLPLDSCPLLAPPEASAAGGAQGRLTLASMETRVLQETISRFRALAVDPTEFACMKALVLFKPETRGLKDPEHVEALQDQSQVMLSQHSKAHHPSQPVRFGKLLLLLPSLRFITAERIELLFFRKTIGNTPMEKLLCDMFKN
hiPSC survival – increases survival of single human iPS cells; hiPSC single-cell survival, ATPlite luminescence; 100% = ROCK inhibitor wells, 0% = DMSO; survival enhancement, % at 20 µM; hit rate 0.044% among 360,000; AID 602274; in the data active = survival enhancement above about 18%;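 also: cells exposed to compounds for 16 hours before the ATP read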
CaV13 ICDI inh – Disruptors of the CACNA1D IQ motif to Ca2+-dependent inactivation inhibitor domain association, primary screening, Förster resonance energy transfer in intact living …; HEK cells, CFP/YFP FRET ICDI-IQ, plate reader, 10 min; percent FRET-ratio fall versus neutral wells; inhibition, % at 12.3 µM; hit rate 0.098% among 340,000;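 active = mean replicate inhibition of at least 30% and at least 1% of replicates passing that level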;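 also: 0% = median of the neutral control wells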
HIF-2a block – HIF-2a inhibition | 786-0 RCC cells HIF-2a reporter, luciferase luminescence, overnight | inhibition, % at 18.8 µM | hit rate 0.72% among 360,000 | AID 624352;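 active = inhibition of the luminescence signal of 40% or more relative to plate controls, in a single-dose primary screen at 18.75 µM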
Vif inh – blocks HIV Vif function | hit rate 0.35% among 340,000 | HEK293T cells, Vif self-association by quenched fluorescence, imaging, 24 h | AID 602346 | inhibition, % at 7.49 µM; in the data active = inhibition above about 50%, passing the limit was not always enough; also: some results filed as inactive read as strong as hits
PDI inh – PDI (human) enzyme inhibition; AID 588391; hit rate 0.052% among 350,000; PDI insulin aggregation turbidity, A650, 90 min; inhibition, % at 10 µM;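 active = mean inhibition across replicates of 30% or more, whatever share of single replicates reach that level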;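 also: absorbance from insulin aggregation driven by PDI reduction with DTT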
Target sequence (P07237 whole entry, looked up): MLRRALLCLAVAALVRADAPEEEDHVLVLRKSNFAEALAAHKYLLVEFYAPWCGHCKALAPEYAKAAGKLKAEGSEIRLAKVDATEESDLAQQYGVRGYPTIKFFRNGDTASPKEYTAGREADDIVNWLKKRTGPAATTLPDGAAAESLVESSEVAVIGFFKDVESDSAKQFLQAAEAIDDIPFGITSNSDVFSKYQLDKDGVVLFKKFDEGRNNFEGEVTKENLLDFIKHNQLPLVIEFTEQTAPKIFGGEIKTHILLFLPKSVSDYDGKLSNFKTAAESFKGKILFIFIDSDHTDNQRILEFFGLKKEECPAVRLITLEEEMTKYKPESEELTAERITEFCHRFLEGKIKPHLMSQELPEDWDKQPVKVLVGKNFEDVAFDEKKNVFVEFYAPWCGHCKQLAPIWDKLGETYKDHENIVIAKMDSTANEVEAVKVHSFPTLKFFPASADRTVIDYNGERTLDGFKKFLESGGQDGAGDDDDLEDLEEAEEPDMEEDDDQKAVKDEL
NR2E3 ag-2 – agonists of human nuclear receptor NR2E3; Q9Y5X4; GST-NR2E3/biotin-RetCOR TR-FRET, 1536-well; inhibition of corepressor binding, % at 4.78 µM; hit rate 0.12% among 320,000; AID 2300;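 active = percent inhibition above the cutoff of mean plus 3 SD of all tested compounds, set per screening campaign, cut at about 20% in these data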;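 also: 0% = DMSO wells and 100% = biotin wells as full block of FRET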
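Assay system: NR2E3–RetCOR corepressor complex. Quantity: 1.35 nM GST-NR2E3. Buffer or medium: pH 7.5 Tris-based buffer. Reagent: biotinylated RetCOR corepressor at 7 nM final. Schedule: 5 h at 4 °C. Detection: TR-FRET, emission read at 617 and 671 nm. Replicates: one well per compound, singlicate testing.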
Granule exo inh – lytic granule exocytosis inhibition; TALL-104 LAMP-1 surface exposure, flow cytometry; cells stimulated with thapsigargin and PMA; inhibition, % at 10 µM; hit rate 0.66% among 360,000; AID 651702;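 active = inhibition above about 55%, limit read from the data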
Peg3 promoter – reduces Peg3 promoter-driven luciferase expression in HeLa; HeLa PEG-Prom luciferase reporter, luminescence, overnight; inhibition, % at 20 µM; hit rate 1.7% among 360,000; AID 588405;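 active = inhibition of at least 50% at 20 µM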
* = called active by the depositor; . = not tested or not shown.

canonical_smiles | MITF TRPM1 inh | aDG glyco up | NR2E3 ag-1 | hiPSC survival | CaV13 ICDI inh | HIF-2a block | Vif inh | PDI inh | NR2E3 ag-2 | Granule exo inh | Peg3 promoter
COc1cc(OC)cc(C(=O)N[C@H](C(=O)OCc2cc(=O)oc3cc(C)ccc23)C(C)C)c1 | -3 | 0.3 | -26 | -1.1 | -4 | -9 | -3 | -3 | 3 | -11 | -16
Cn1c(=O)c2c(ncn2Cc2nnc(N)s2)n(C)c1=O | 5 | 0.1 | -5 | 4.5 | -5 | 6 | 13 | -2 | 0 | -2 | 7
CC(C)CCn1c(O)c(N=NC(=O)c2ccco2)c2ccccc21 | 13 | -0.1 | 15 | 2.1 | -3 | 10 | -5 | 15 | 1 | -3 | 1
CC(=O)NC(=S)Nc1ccc(NC(=O)c2cccnc2Cl)cc1 | -18 | -0.1 | -23 | -0.4 | 3 | -30 | -2 | 3 | 2 | 6 | -15
CCCc1[nH]n(-c2ccc([N+](=O)[O-])cc2)c(=O)c1C=NCCc1c[nH]c2ccccc12 | -3 | -0.2 | -13 | -0.1 | -3 | -26 | . | 3 | -1 | 90* | 3
CCOc1ccccc1-n1nnnc1SCC(=O)N(C)C1CCS(=O)(=O)C1 (stereo not given) | . | -0.1 | 13 | 2.8 | -5 | -5 | 3 | 2 | . | 0 | -14
CCC(O)C1CCN(Cc2cn(Cc3ccccc3)nc2-c2cc3ccccc3o2)CC1 (stereo not given) | -8 | 5.0 | 6 | -3.1 | 7 | -7 | 4 | 5 | -2 | 11 | 22
Cc1cc(OCC(O)CN2CCN(CCO)CC2)ccc1C(C)C (stereo not given) | -1 | -0.2 | -10 | -4.2 | -4 | 10 | -5 | -6 | 2 | -1 | 21
CC1CCCC(C)N1C(=O)Cc1ccccc1 (stereo not given) | 5 | 0.0 | -1 | 0.2 | -10 | -22 | -5 | -7 | 0 | 3 | 5
COc1ccccc1C(=O)Nc1cc(Cl)ccc1O | 10 | 0.0 | -5 | -0.6 | . | -48 | -2 | -6 | 4 | -8 | -9
COc1ccc(CNC(=O)CCS(=O)(=O)c2ccc3c(c2)NC(=O)C(C)S3)cc1 (stereo not given) | 9 | 0.0 | -2 | 2.7 | -7 | 4 | 12 | 11 | 0 | -1 | 21
CC(CNC(=O)CCc1nnc2ccc(N3CCC4(CC3)OCCO4)nn12)c1ccccc1 (stereo not given) | -3 | 0.1 | -17 | -0.2 | -3 | 17 | -4 | 3 | -1 | 3 | 20
CC1(C)CC(C)(O)N(Cc2ccccc2)C(=S)N1 (stereo not given) | 4 | 0.3 | -22 | -1.9 | -3 | 7 | 0 | 8 | -2 | -3 | 19
O=[N+]([O-])c1ccccc1N(CC1CO1)S(=O)(=O)c1ccccc1 (stereo not given) | -2 | 0.1 | -23 | 1.3 | -4 | 13 | -6 | 0 | 0 | 3 | 8
CC1(C)CC(=O)C2=C(C1)Nc1ccccc1NC2c1ccc([N+](=O)[O-])cc1 (stereo not given) | 0 | 0.1 | 3 | 0.5 | -6 | 9 | -4 | -2 | -3 | 5 | 7
COc1cccc(C=NCCCN=Cc2cccc(OC)c2O)c1O | 1 | 0.0 | -8 | -0.3 | -8 | 9 | -19 | 0 | 0 | 19 | 14
COc1ccc(C(=O)C2CCCN(C(=O)c3n[nH]c4c3CCCC4)C2)cc1OC (stereo not given) | 5 | 0.7 | -23 | -0.1 | -4 | 4 | -2 | 0 | 2 | -2 | 5
CC1CCCCC12NC(=O)N(CC(=O)Nc1ccc(S(=O)(=O)N3CCOCC3)cc1)C2=O (stereo not given) | 6 | 0.2 | 15 | 2.0 | -4 | 4 | -2 | -4 | -1 | -1 | 3
COc1ccc(NC(=O)c2ccc3c(c2)C(=O)N(Cc2cccnc2)C3=O)c(OC)c1 | 8 | 0.0 | -39 | -0.9 | -5 | -3 | 10 | -4 | 0 | -3 | 12
CC(C)(C)N(Cc1ccccc1)C(=O)c1ccncc1 | 4 | 0.0 | -13 | -0.3 | -4 | 11 | -3 | -4 | 0 | -1 | 13
CCCCn1c(SCC(=O)c2cc(OC)ccc2OC)nc2cc(S(N)(=O)=O)ccc21 | 3 | -0.1 | -17 | -3.5 | . | 2 | 0 | 2 | 3 | 0 | 22
Cc1ccc(-c2nc(NCc3ccco3)n(S(C)(=O)=O)n2)cc1 | -26 | 0.0 | 0 | 1.9 | -4 | -104 | 32 | -2 | 2 | 1 | -45
CCOc1ccc(-c2nnc(-c3snc(-c4ccc(F)cc4)c3N=CN(C)C)o2)cc1 | 7 | 0.0 | -1 | 12 | -5 | -8 | 20 | -5 | -1 | -1 | -6
Cc1nc2ccc(NC(=S)NC3CCCCC3)cc2nc1C | -67 | 0.2 | -105 | 0.6 | -8 | -304 | -9 | 9 | 4 | 0 | -306
COc1cc(=O)n(C)c2c(O)cccc12 | -12 | 0.1 | -4 | 0.3 | . | -14 | -5 | . | -1 | 4 | -32
CC1(C)Cc2cccc(OCC(=O)NCCc3ccc(S(N)(=O)=O)cc3)c2O1 | 9 | -0.2 | 10 | 0.3 | -5 | 10 | -2 | 1 | 3 | -2 | 4
COc1ccc(Cl)cc1C(=O)CSc1nnnn1C1CCCCC1 | -13 | 0.2 | -56 | 6.0 | -4 | -39 | 1 | -2 | 3 | 2 | -8
CN(CC(=O)Nc1cccc(F)c1)C(=O)CSc1ccc(Br)cc1 | -3 | 0.1 | 5 | -0.1 | -7 | -3 | 0 | 1 | -3 | 4 | 20
C[C@@H](NC(=O)OC(C)(C)C)C(=O)NCC1CCC(C(=O)N[C@@H](Cc2ccccc2)C(=O)O)CC1 (stereo not given in full) | 1 | 0.0 | -35 | -0.2 | -6 | 3 | -10 | 5 | -4 | -23 | -15
N#CC12CCCCC1CC1CCCCC1(C#N)N2Cc1cccnc1 (stereo not given) | 0 | 0.0 | -22 | 4.5 | . | 11 | -8 | -2 | 10 | 1 | 7
c1ccc(-c2ccn3nnnc3n2)cc1 | 15 | 0.0 | -55 | 0.9 | -5 | 1 | -10 | -2 | -1 | -1 | 11
CCOC(=O)/C=C/C(=O)OCC(=O)Nc1ccc(Cl)cc1Cl | -17 | -0.1 | 1 | 1.6 | 5 | 8 | 2 | 14 | -2 | -2 | 15
O=C(O)c1ccc(S(=O)(=O)NC2CCCCC2)cc1 | -1 | -0.1 | -13 | 0.6 | -7 | -2 | -1 | 5 | 3 | -3 | 15
Cc1nc(SCC(=O)NC2CCCC2)c2oc3ccccc3c2n1 | . | 0.1 | -18 | -1.4 | -16 | 10 | 8 | 9 | . | 0 | 7
CC(C)c1csc(CN2CCC(CCC(=O)NCC3CCCO3)CC2)n1 (stereo not given) | -5 | -0.2 | -6 | -0.4 | -6 | 4 | . | -1 | 1 | -3 | 2
CC(c1ccon1)N(C)Cc1cn[nH]c1-c1ccc(-c2ccccc2)cc1 (stereo not given) | -19 | 0.9 | -28 | 0.9 | -8 | -43 | -3 | 1 | 3 | 0 | -75
Cc1onc(-c2ccccc2)c1C(=O)N1CCN(S(=O)(=O)c2ccccc2Br)CC1 | 7 | 0.1 | -5 | -0.5 | -3 | 12 | 1 | -5 | 1 | 4 | 12
O=C(NCCCN1CCCC1=O)c1sc2ccccc2c1Cl | -24 | -0.2 | -51 | -0.2 | . | -125 | 0 | -5 | -1 | 0 | -89
COc1cc(-c2nnc3sc(C4CCCCC4)nn23)cc(OC)c1OC | 0 | -0.4 | 33 | 1.5 | . | -28 | -4 | -2 | -1 | -2 | 6
CCN(CC)C(=O)C1=C(C)N(Cc2ccc(C(C)(C)C)cc2)C(=O)C(CC(=O)NCc2cccc3ccccc23)C1 (stereo not given) | . | 0.1 | 21 | 0.8 | -4 | 7 | -2 | 10 | . | 5 | 27
Cc1nc(S/C(=C/c2ccc(-c3cccc(Cl)c3)o2)C(=O)O)n[nH]1 | 13 | -0.3 | -14 | 1.1 | -7 | 5 | -17 | -8 | 1 | 26 | -30
COc1ccc(S(=O)(=O)NCc2cccnc2)cc1C | 6 | 0.0 | -2 | -0.2 | 2 | 17 | 3 | -3 | 1 | -9 | 15
CCOc1ccc(CCNC(=O)COC(=O)c2ccc3c(c2)OCCO3)cc1OCC | 0 | -0.1 | -11 | 1.1 | -2 | 3 | 6 | -11 | 4 | 2 | -2
CNCc1cc2ccc(C)cc2[nH]c1=O | -1 | 0.5 | -3 | -2.7 | -5 | 24 | 1 | 5 | 5 | 3 | 18
Cc1csc(=O)n1CC(=O)Nc1ccc(S(C)(=O)=O)cc1 | 2 | -0.3 | -19 | -2.0 | -6 | 2 | -1 | 12 | . | -2 | -5
c1cc(C(c2nnnn2C2CCCCC2)N2CCN3CCCC3C2)ccn1 (stereo not given) | -15 | -0.2 | -11 | 1.2 | . | 5 | . | -1 | 2 | -3 | 4
COc1cccc2cc(C(C)=O)oc12 | 7 | 0.4 | 11 | -0.1 | -21 | 9 | 3 | -6 | -1 | -2 | 13
CC(C)N1CCC1(C)C(=O)Nc1cccc(C#N)c1 (stereo not given) | . | -0.1 | -20 | -1.9 | -10 | 2 | -6 | 2 | . | -2 | -5
Cc1nnc(Nc2ccc3c(c2)OCO3)c2ccccc12 | -36 | 0.2 | -96 | -5.1 | . | -194 | -4 | -3 | 0 | 0 | -166
CCCNC(=O)C1(C)CCCN(Cc2ccc3c(c2)OCO3)C1 (stereo not given) | . | -0.3 | -11 | 2.7 | -10 | 13 | 8 | 6 | . | -1 | 8
O=C(NCc1ccccc1F)c1cccc(S(=O)(=O)N2CCCCC2)c1 | 2 | 0.1 | 5 | -1.2 | -7 | -7 | 2 | -7 | . | 2 | 2
CCOC(=O)c1nn(-c2ccc(F)cc2)cc1O | -86 | -0.1 | -37 | -0.2 | 3 | -93 | 0 | 7 | 0 | -2 | -120
O=C(NNC(=O)C1CCCN(S(=O)(=O)c2cccc(F)c2)C1)C1CC1 (stereo not given) | 0 | -0.2 | -12 | 0.9 | -7 | 15 | 6 | -4 | 2 | 7 | 3
COc1cccc(C(=O)N/N=c2\sc3ccccc3n2C)c1 | -5 | -0.1 | 7 | 2.3 | -5 | -57 | -7 | 1 | 1 | 2 | -58
COc1ccc(C(=O)CN2Cc3ccccc3C2=N)cc1 | -75 | 0.1 | -158 | -0.7 | -20 | -276 | -2 | 2 | -1 | 3 | -310

Ordered by value in NR2E3 ag-2 (smallest number first): some entries from above.
canonical_smiles | MITF TRPM1 inh | aDG glyco up | NR2E3 ag-1 | CaV13 ICDI inh | HIF-2a block | Vif inh | PDI inh | NR2E3 ag-2 | Granule exo inh | Peg3 promoter
Cc1nnc(Nc2ccc3c(c2)OCO3)c2ccccc12 | -36 | 0.2 | -96 | . | -194 | -4 | -3 | 0 | 0 | -166
COc1cccc(C(=O)N/N=c2\sc3ccccc3n2C)c1 | -5 | -0.1 | 7 | -5 | -57 | -7 | 1 | 1 | 2 | -58
O=C(NNC(=O)C1CCCN(S(=O)(=O)c2cccc(F)c2)C1)C1CC1 (stereo not given) | 0 | -0.2 | -12 | -7 | 15 | 6 | -4 | 2 | 7 | 3

Screening results from PubChem BioAssay.
